VLA-4 antagonist: inhibition of LDV-FITC ligand binding to human VLA-4 integrin. P13612. Jurkat cells, LDV-FITC binding with Mn2+, flow cytometry; 100% = Mn2+-driven binding gain fully reversed. inhibition, % at 10 µM (by protocol). 24,000 compounds, 0.2% hits. AID 529;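 active = inhibition above 50%; inconclusive = compound itself fluorescent, judged against control cell fluorescence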;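 note: 0% = Mn2+ stimulated cells lacking compound and 100% = ligand binding without Mn2+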
Target sequence (P13612 whole entry, looked up): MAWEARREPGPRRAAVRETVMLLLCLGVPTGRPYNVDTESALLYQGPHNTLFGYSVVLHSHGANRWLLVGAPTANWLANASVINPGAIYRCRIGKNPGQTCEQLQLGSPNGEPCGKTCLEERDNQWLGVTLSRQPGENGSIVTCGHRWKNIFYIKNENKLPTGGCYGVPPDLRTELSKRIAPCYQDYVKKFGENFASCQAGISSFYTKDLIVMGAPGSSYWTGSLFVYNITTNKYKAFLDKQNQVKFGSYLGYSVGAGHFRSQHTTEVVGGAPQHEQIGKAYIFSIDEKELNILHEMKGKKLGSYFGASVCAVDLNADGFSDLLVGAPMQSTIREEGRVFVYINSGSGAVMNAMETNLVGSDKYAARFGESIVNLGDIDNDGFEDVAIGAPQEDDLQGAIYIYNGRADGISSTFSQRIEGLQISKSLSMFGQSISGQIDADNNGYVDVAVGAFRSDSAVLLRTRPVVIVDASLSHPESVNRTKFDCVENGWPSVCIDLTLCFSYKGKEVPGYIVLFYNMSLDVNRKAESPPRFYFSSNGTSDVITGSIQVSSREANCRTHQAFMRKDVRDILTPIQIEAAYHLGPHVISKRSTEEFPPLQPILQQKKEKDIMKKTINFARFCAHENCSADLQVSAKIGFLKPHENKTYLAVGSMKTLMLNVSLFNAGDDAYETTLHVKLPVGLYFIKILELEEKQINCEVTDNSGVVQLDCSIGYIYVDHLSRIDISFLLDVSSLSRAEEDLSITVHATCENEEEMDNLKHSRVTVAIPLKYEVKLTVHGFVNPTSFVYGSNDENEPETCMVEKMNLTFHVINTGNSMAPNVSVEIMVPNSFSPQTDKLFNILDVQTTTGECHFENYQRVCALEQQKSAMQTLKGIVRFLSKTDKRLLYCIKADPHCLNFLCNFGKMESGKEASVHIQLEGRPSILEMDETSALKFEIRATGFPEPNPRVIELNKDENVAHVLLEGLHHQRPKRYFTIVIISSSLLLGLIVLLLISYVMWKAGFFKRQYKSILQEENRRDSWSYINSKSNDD
VLA-4 agonist: allosterically activates the human VLA-4 integrin. 24,000 tested, under 10 active. Jurkat cells, LDV-FITC binding, flow cytometry. P13612. activation, % at 10 µM (by protocol);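 active = fluorescent ligand binding to cells raised by more than 40% of the manganese-induced maximum; inconclusive = compound's own fluorescence above 85% of the ligand control signal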;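 note: 0% = ligand binding without compound and 100% = manganese-stimulated maximal binding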
Autofluor Jurkat: counter-screen for VLA-4 integrin: compound autofluorescence in Jurkat cells. AID 576. flow cytometry; hits give high values; 1 = vehicle-only cell background. fluorescence ratio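 (tested at 10 µM compound in the well)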. 24,000 compounds, 0.61% hits;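 active = fluorescence ratio above 2.44, which is 1 plus 3 SD of all ratios; inconclusive = signal too bright to measure linearly, ratio around 10 or more; inactive = fluorescence ratio below 2.44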;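 note: green fluorescence of cells measured with 488 nm excitation and 530 nm emission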
LNCaP diff act: LNCaP prostate cell differentiation activation; 24,000 compounds, 0.56% hits; AID 795; flow cytometry side scatter, 4 d; side scatter shift, % at 10 µM;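 active = side scatter shift above 30%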;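 note: androgen-responsive LNCaP prostate cancer cells in charcoal-stripped serum medium; percent of cells past a gate set so DMSO wells show 10% shift; higher shift means more granular cells and more differentiation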
* hit, by the source's call; ? = inconclusive; / = not tested or not shown; & = joins results of further samples. This is a subset (hit frequency here may not be typical).

Compound | VLA-4 antagonist | VLA-4 agonist | Autofluor Jurkat | LNCaP diff act
O=C(CCCCCn1c(=S)[nH]c2ccccc2c1=O)N1CCC2(CC1)OCCO2 | -14 | -6 | 1 | 9
O=C(c1ccc(CS(=O)(=O)c2ccc(Br)cc2)o1)N1CCC2(CC1)OCCO2 | -2 | 5 | 1.1 | 7
c1cncc(C2CC(c3cccs3)n3ncnc3N2)c1 (configuration not stated) | -3 | 0 | 1.1 | 8
CN(C)C1(c2nnnn2-c2ccc(Cl)cc2)CCCCC1 | 5 | 2 | 0.99 | 7
Cc1nc2cc(-c3ccc(Cl)cc3)nn2c(C)c1CCC(=O)N1CCC2(CC1)OCCO2 | -23 | 9 | 0.95 | 14
CCCCN1C(=O)NC(=O)C2(Cc3c(nc4c(C)cccn4c3=O)N3CCc4ccccc4C32)C1=O (configuration not stated) | 11 | -7 | 1.5 | 3
CC1OC(NCCc2ccccc2)C(O)C(O)C1O (configuration not stated) | ? | ? | 1.1 | 13
O=C1C2CCCN2C(c2cccnc2)N1c1ccc(Cl)c(Cl)c1 (configuration not stated) | -2 | 1 | 1.1 | 11
Cc1ccc(CS(=O)(=O)Cc2ccc(C(=O)N3CCC4(CC3)OCCO4)o2)cc1 | -8 | 0 | 1.1 | 7
Cc1ccc2nc(N3CCN(C)CC3)[nH]c2c1 | -2 | 11 | 1.1 | 15
Oc1ccc(CC2CC3CCN2CC3)cc1O (configuration not stated) | -12 | 3 | 1 | 14
Cc1ccc(C)c(NC2=NCCCS2)c1 | -6 | -4 | 1 | 12
COc1cc(C2NCc3ccccc3-n3cccc32)ccc1O (configuration not stated) | -2 | -2 | 1.1 | 14
CC1=NOC2(C)Nc3ncnn3C(c3ccccc3)C12 (configuration not stated) | -8 | 8 | 0.97 | 4
O=C(c1ccc2c(=O)n(Cc3ccc4c(c3)OCO4)c(=S)[nH]c2c1)N1CCC2(CC1)OCCO2 | -17 | 7 | 0.98 | 2
COc1ccc(C2NCc3ccc4c(c3-n3cccc32)OCO4)cc1O (configuration not stated) | 8 | 1 | 1 | 12
CCCCCCn1c(O)c(C=NC2CCN(Cc3ccccc3)CC2)c(=O)[nH]c1=O | -2 | -4 | 1.2 | 17
O=C(c1ccc2c(c1)ncn2C1CCCCC1)N1CCC2(CC1)OCCO2 | 23 | -6 | 0.93 | 5
CC12CCCCC1=[N+]([O-])CN2O (configuration not stated) | -8 | 4 | 1.1 | 6
COc1cccc(C2=NOC(C(=O)N3CCC4(CC3)OCCO4)C2)c1 (configuration not stated) | 12 | 1 | 1.1 | 12
O=c1[nH]c(=O)n(Cc2ccco2)c(O)c1C=NCCCn1ccnc1 | -10 | 4 | 1.1 | 4
CCOC(=O)c1cccc([P+](=O)O)c1 | 4 | 0 | 1.1 | 8
COc1ccccc1/C=C1/C(=N/O)C2CCN1CC2 | -14 | -14 | 1.1 | 5
COc1ccc(CN2CCN(C(=O)Cc3ccccc3)CC2)c(OC)c1 | -6 | 3 | 1.1 | 15
COc1ccc(C2NCc3ccc4c(c3-n3cccc32)OCO4)cc1OC (configuration not stated) | 2 | 0 | 1 | 6
O=C(Cn1ncc2c3ccccc3n(Cc3ccccc3)c2c1=O)N1CCC2(CC1)OCCO2 | -3 | 1 | 1.2 | 12
Cc1oc(-c2ccc(Cl)cc2)nc1CS(=O)CC(=O)N1CCC2(CC1)OCCO2 (configuration not stated) | 10 | -4 | 1.1 | 4
O=c1[nH]c2ccccc2n1C1CCN(CCCC(c2ccc(F)cc2)c2ccc(F)cc2)CC1 | 9 | -12 | 1.1 | 9
CSc1ccc(CNC2CN3CCC2CC3)cc1 (configuration not stated) | -18 | 4 | 1.1 | 7
N=C(N)c1c(O)n(C2CCCCC2)c(=O)n(C2CCCCC2)c1=O | 15 | -10 | 1 | 10
CC(=O)c1cccc(NC2=NCC(C)S2)c1 (configuration not stated) | -18 | 3 | 1 | 3
O=C(C1CCCN(c2nnc(-n3cccc3)s2)C1)N1CCC2(CC1)OCCO2 (configuration not stated) | ? | ? | 1 | 9
CCn1c(=O)cc(OCC(=O)N2CCN(Cc3ccc4c(c3)OCO4)CC2)c2ccccc21 | 4 | -4 | 1.1 | /
O=C(CN1CC(c2ccccc2)CC1=O)Nc1ccc(F)cc1 (configuration not stated) | ? | ? | 1.2 | 6
CCOc1ccc(Br)c(C2(O)CC(C)N(C)CC2C)c1 (configuration not stated) | -18 | 10 | 1 | 5
Cc1cc(C)c(C(=O)CN2CCOCC2)c(C)c1 | -24 | 12 | 0.97 | 4
O=C(CCCOc1ccc(Cl)cc1Cl)N1CCC2(CC1)OCCO2 | -8 | 4 | 1 | 2
CCOC(=O)C1C2NC(=O)N(Cc3ccccc3)C1(C)Oc1c(OC)cccc12 (configuration not stated) | -4 | 1 | 0.95 | 7
COc1ccc(N2C(=O)CC(N3CC=C(c4ccccc4)CC3)C2=O)cc1 (configuration not stated) | 14 | -2 | 1.1 | 2
O=C(Cc1ccccc1)N1CCN(C/C=C/c2ccccc2)CC1 | 19 | -2 | 1.1 | 0
CC(C(=O)N1CCC2(CC1)OCCO2)C1Sc2ccccc2NC1=O (configuration not stated) | 0 | 4 | 0.95 | 6
Cc1cc(N2C(=O)C3CCCN3C2c2sccc2C)no1 (configuration not stated) | 8 | 3 | 1 | 5
COc1ccc(S(=O)(=O)Cc2ccc(C(=O)N3CCC4(CC3)OCCO4)o2)cc1 | 0 | 4 | 0.99 | 4
Cc1sc2ncn(CC(=O)NCC(=O)N3CCC4(CC3)OCCO4)c(=O)c2c1C | -14 | 2 | 1 | 10
CCOC(=O)C(O)(c1cn(C)c2ccccc12)C(F)(F)F (configuration not stated) | 10 | -8 | 1.1 | 6
CN1C(=O)C(Cc2cccc3ccccc23)C(=O)N(C)C1=O | -16 | -5 | 0.99 | 4
O=C(c1cc(-c2ccccc2)nc2ccccc12)N1CCC2(CC1)OCCO2 | ? | ? | 1.1 | 12
CC(C)OC(=O)c1c(N)n(CC2CCCO2)c2nc3ccccc3nc12 (configuration not stated) | -2 | 0 | 1.1 | 12
CC(C)OCCCNC(=O)c1c(N)n(Cc2cccs2)c2nc3ccccc3nc12 | -15 | 6 | 0.96 | 2
Cn1c(=O)cc(OCC(=O)N2CCN(Cc3ccc4c(c3)OCO4)CC2)c2ccccc21 | 8 | 0 | 1.1 | 6
Cc1c2cnn(CC(=O)N3CCC4(CC3)OCCO4)c(=O)c2c(C)n1Cc1ccccc1F | 9 | 1 | 1.1 | 17
CN1C(=O)N(C)C(=O)C2(Cc3ccccc3N3CCOCC32)C1=O (configuration not stated) | -12 | 5 | 1 | 2
CC(=NCc1ccc2c(c1)OCO2)c1c(O)n(C)c(=O)n(C)c1=O | -6 | -8 | 1.1 | 1
Cc1cnn(C2CCN(C)CC2)c1N | ? | ? | 1 | 7
O=c1c2ccccc2nc(CSc2ncnc3nc[nH]c23)n1-c1ccccc1 | -1 | 1 | 1 | 6
O=C(c1cc2ccccn2n1)N1CCC2(CC1)OCCO2 | 8 | -18 | 1 | 19
O=C(CN1CCOCC1)c1ccc2cc[nH]c2c1 | 16 | -8 | 1.4 | 6
CC[C@@H](CO)NC(=O)[C@@H]1C=C2c3cccc4c3c(cn4C)C[C@H]2N(C)C1 | -14 | 1 | 1 | 3
O=C(Cc1ccccc1)OC(COCc1ccccc1)CN1CCOCC1 (configuration not stated) | -20 | 6 | 1 | 4
O=C(CN1CC(c2ccccc2)CC1=O)Nc1cccc(F)c1 (configuration not stated) | 6 | -7 | 1 | 7

For convenience, part of the list above:
Compound | VLA-4 antagonist | VLA-4 agonist | Autofluor Jurkat | LNCaP diff act
O=C(C1CCCN(c2nnc(-n3cccc3)s2)C1)N1CCC2(CC1)OCCO2 (configuration not stated) | ? | ? | 1 | 9
CCn1c(=O)cc(OCC(=O)N2CCN(Cc3ccc4c(c3)OCO4)CC2)c2ccccc21 | 4 | -4 | 1.1 | /
O=C(CN1CC(c2ccccc2)CC1=O)Nc1ccc(F)cc1 (configuration not stated) | ? | ? | 1.2 | 6
CCOc1ccc(Br)c(C2(O)CC(C)N(C)CC2C)c1 (configuration not stated) | -18 | 10 | 1 | 5
Cc1cc(C)c(C(=O)CN2CCOCC2)c(C)c1 | -24 | 12 | 0.97 | 4
O=C(CCCOc1ccc(Cl)cc1Cl)N1CCC2(CC1)OCCO2 | -8 | 4 | 1 | 2
CCOC(=O)C1C2NC(=O)N(Cc3ccccc3)C1(C)Oc1c(OC)cccc12 (configuration not stated) | -4 | 1 | 0.95 | 7
COc1ccc(N2C(=O)CC(N3CC=C(c4ccccc4)CC3)C2=O)cc1 (configuration not stated) | 14 | -2 | 1.1 | 2
O=C(Cc1ccccc1)N1CCN(C/C=C/c2ccccc2)CC1 | 19 | -2 | 1.1 | 0
CC(C(=O)N1CCC2(CC1)OCCO2)C1Sc2ccccc2NC1=O (configuration not stated) | 0 | 4 | 0.95 | 6
Cc1cc(N2C(=O)C3CCCN3C2c2sccc2C)no1 (configuration not stated) | 8 | 3 | 1 | 5
COc1ccc(S(=O)(=O)Cc2ccc(C(=O)N3CCC4(CC3)OCCO4)o2)cc1 | 0 | 4 | 0.99 | 4
Cc1sc2ncn(CC(=O)NCC(=O)N3CCC4(CC3)OCCO4)c(=O)c2c1C | -14 | 2 | 1 | 10
CCOC(=O)C(O)(c1cn(C)c2ccccc12)C(F)(F)F (configuration not stated) | 10 | -8 | 1.1 | 6
CN1C(=O)C(Cc2cccc3ccccc23)C(=O)N(C)C1=O | -16 | -5 | 0.99 | 4
O=C(c1cc(-c2ccccc2)nc2ccccc12)N1CCC2(CC1)OCCO2 | ? | ? | 1.1 | 12
CC(C)OC(=O)c1c(N)n(CC2CCCO2)c2nc3ccccc3nc12 (configuration not stated) | -2 | 0 | 1.1 | 12
CC(C)OCCCNC(=O)c1c(N)n(Cc2cccs2)c2nc3ccccc3nc12 | -15 | 6 | 0.96 | 2
Cn1c(=O)cc(OCC(=O)N2CCN(Cc3ccc4c(c3)OCO4)CC2)c2ccccc21 | 8 | 0 | 1.1 | 6
Cc1c2cnn(CC(=O)N3CCC4(CC3)OCCO4)c(=O)c2c(C)n1Cc1ccccc1F | 9 | 1 | 1.1 | 17
CN1C(=O)N(C)C(=O)C2(Cc3ccccc3N3CCOCC32)C1=O (configuration not stated) | -12 | 5 | 1 | 2

Two of the compounds above, with values under each structure:
Fields: VLA-4 antagonist, VLA-4 agonist, Autofluor Jurkat, LNCaP diff act
- Cc1cnn(C2CCN(C)CC2)c1N
    ?, ?, 1, 7
- O=c1c2ccccc2nc(CSc2ncnc3nc[nH]c23)n1-c1ccccc1
    -1, 1, 1, 6

Later entries
Compound | VLA-4 antagonist | VLA-4 agonist | Autofluor Jurkat | LNCaP diff act
O=C(NCc1ccc(C(=O)N2CCC3(CC2)OCCO3)cc1)c1ccc2c(c1)OCO2 | ? | ? | 1.1 | 5
CC(C)(C)P(=O)(c1ccncc1)N1CCCC1 (configuration not stated) | -21 | 0 | 0.98 | 5
O=C(c1cc(-c2cccnc2)nc2ccccc12)N1CCC2(CC1)OCCO2 | -12 | -3 | 1 | 2
O=C(c1cc(-c2ccncc2)nc2ccccc12)N1CCC2(CC1)OCCO2 | ? | ? | 1.1 | 3
O=C(CN1CC(c2ccccc2)CC1=O)NCc1ccc(F)cc1 (configuration not stated) | ? | ? | 0.93 | 12
CN1CC[C@@]23CCCC[C@@H]2[C@@H]1Cc1ccc(O)cc13 | -14 | -1 | 1 | 6
CC1CCCCN1CC(=O)c1ccc2cc[nH]c2c1 (configuration not stated) | ? | ? | 1.9 | 3
Cc1cc(NC(=O)COC(=O)c2c(C)nn(Cc3ccccc3)c2Cl)no1 | -16 | 2 | 1 | 7
Cn1c(=O)cc(SCC(=O)N2CCC3(CC2)OCCO3)c2ccc(Cl)cc21 | 1 | -4 | 1.1 | 11
COc1ccccc1OCCCn1cc(C(=O)c2ccco2)c2ccccc21 | -5 | -3 | 1.1 | 8
CC(=O)N1CC(=O)Nc2ccc(Cl)cc2C1c1ccc(F)cc1 (configuration not stated) | 6 | 2 | 1 | 15
O=C(c1cc2cc3ccc(Cl)cc3nc2o1)N1CCC2(CC1)OCCO2 | ? | ? | 1 | 7
CC12CN3CC(C)(CN(C1)C3c1ccncc1)C2=O (configuration not stated) | 9 | 1 | 1.1 | 15
C[N+]1(C)[C@@H]2CC[C@H]1CC(OC(=O)C(CO)c1ccccc1)C2 (some centres not stated) | -7&-14 | -2&11 | 1&1.9 | 2
CCOC(=O)C1CCCCC12C(C#N)=C(N)Oc1n[nH]c(C)c12 (configuration not stated) | 0 | 0 | 0.95 | 0
Cc1ccc2nc(N3CCC(C(=O)N4CCC5(CC4)OCCO5)CC3)sc2c1 | -19 | -10 | 1.1 | 6
CCOc1ccc(-n2c(CC)nc3ccccc3c2=O)cc1 | 6 | 2 | 1 | 9
N#Cc1ccccc1Cn1cc(C(=O)c2ccco2)c2ccccc21 | -4 | -6 | 1 | 4
Cc1c2cnn(CC(=O)N3CCC4(CC3)OCCO4)c(=O)c2c(C)n1Cc1ccc(F)cc1 | 4 | -9 | 1.1 | 10
Cc1ccc(S(=O)(=O)N2CCCC(C(=O)N3CCC4(CC3)OCCO4)C2)cc1 (configuration not stated) | 8 | 4 | 1 | 6
CC(C)=CCSc1nnc([C@@H](N)Cc2c[nH]c3ccccc23)o1 | -10 | 6 | 1.1 | 5

Source: PubChem (NMMLSC)
